Screens: PubChem, several laboratories
VLA-4 inh – inhibition in a human VLA-4 binding assay. VLA-4 expressing cells, ligand binding flow cytometry. inhibition, % (about 7 µM as worked out from the volumes in the protocol). 0.2% of 330,000 active. AID 2557; in the data active = inhibition above about 50%
PP5 inh – blocks human protein phosphatase 5 activity; purified PP5c, OMFP substrate fluorescence; 0.18% of 320,000 active; inhibition, % at 6.7 µM;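 active = inhibition above the campaign's mean inhibition across all tested compounds plus 3 SD, cut at about 9.5% in these data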;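 note: 0% = DMSO only and 100% = 100 µM cantharidin control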
PP1 inh – PP1-alpha (human) inhibition in PP5 counter-screen. purified PP1alpha, OMFP fluorescence. inhibition, % at 6.7 µM. 0.9% of 320,000 active. AID 2235;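 active = inhibition above the mean inhibition of all tested compounds plus 3 SD, computed separately for each screening campaign, cut at about 15% in these data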
HCV core dimer – HCV core protein dimerization inhibition; 0.33% of 300,000 active; TR-FRET GST/Flag-core106 dimerization, 1536-well; inhibition, % at 5 µM;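 active = inhibition above the mean of all tested compounds plus 3 SD, set per screening campaign, cut at about 45% in these data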
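System – GST-tagged and Flag-tagged HCV core protein residues 1-106 · Repeats – one well for each compound · Technique – TR-FRET 671 and 617 nm emission · Doses – one concentration, 5 µM, in 0.5% DMSO · Times – 4 h, 22.5 °C incubation · Also added – Eu donor and XL665 acceptor anti-tag antibodies · Measure – percent inhibition of core106 dimerization signal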
proCasp7 act – counter-screen: procaspase-7 (human) activation | 0.093% of 330,000 active | activation, % at 8.5 µM | recombinant procaspase-7, Ac-DEVD-pNA absorbance 405 nm; D23A/D198A/D206A triple mutant, cannot self-cleave; scale: DMSO 0, 5 µM enzyme 100;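 active = percent activation above the screen-wide mean plus 3 SD, cut at about 25% in these data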
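Assay system – Uncleavable procaspase-7 mutant enzyme · Quantity – 2 µM procaspase-7 mutant as dispensed · Times – 1 h preincubation, 2 h reaction · Dosing – single nominal 8.5 µM compound dose, 0.8% DMSO final · Buffer or medium – Zinc-free 50 mM HEPES buffer, pH 7.4, with NaCl and Triton X-100 · Detection – Epi-absorbance of released pNA at 405 nm, two timepoints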
CTSL1 counter – counter-screen for PFM18AAP inhibitors: inhibitors of F. hepatica cathepsin L1; recombinant F. hepatica cathepsin L1, Z-Leu-Arg-MCA fluorescence; inhibition, % at 5.96 µM; 0.49% of 300,000 active;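 active = inhibition above the mean of all tested compounds plus 3 SD, set per screening campaign, cut at about 17% in these data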;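 note: 0% = plate median of test compound wells and 100% = 1 µM Z-Phe-Ala-diazomethylketone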
JMJD2C inh – inhibitors of human GASC-1 (JMJD2C) demethylase; Q9H3R0; GST-JMJD2C(1-420) H3K9me3 demethylation, DELFIA europium; inhibition, % at 2.35 µM; 0.069% of 330,000 active;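 active = more than half of a compound's replicate wells show inhibition beyond 50%, single wells judged on their own value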;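 note: signal counts dimethyl H3K9 product captured on neutravidin plate; 0% = median of DMSO wells and 100% = 0.3 times that DMSO median; strong numbers were not always called active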
GRK2 inh – blocks RNA aptamer binding to human GRK2 | AID 488847 | inhibition of aptamer binding, % at 10 µM | bead flow cytometry, FAM-aptamer displacement from GRK2 | 0.59% of 330,000 active | P25098;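 active = inhibition of aptamer binding above 40%, roughly 3 SD of noise, on plates passing a quality check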;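 note: median bead fluorescence of bound FAM aptamer so fluorescent compounds give negative values; no value below 0 was filed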
Target sequence (P25098 whole entry, looked up): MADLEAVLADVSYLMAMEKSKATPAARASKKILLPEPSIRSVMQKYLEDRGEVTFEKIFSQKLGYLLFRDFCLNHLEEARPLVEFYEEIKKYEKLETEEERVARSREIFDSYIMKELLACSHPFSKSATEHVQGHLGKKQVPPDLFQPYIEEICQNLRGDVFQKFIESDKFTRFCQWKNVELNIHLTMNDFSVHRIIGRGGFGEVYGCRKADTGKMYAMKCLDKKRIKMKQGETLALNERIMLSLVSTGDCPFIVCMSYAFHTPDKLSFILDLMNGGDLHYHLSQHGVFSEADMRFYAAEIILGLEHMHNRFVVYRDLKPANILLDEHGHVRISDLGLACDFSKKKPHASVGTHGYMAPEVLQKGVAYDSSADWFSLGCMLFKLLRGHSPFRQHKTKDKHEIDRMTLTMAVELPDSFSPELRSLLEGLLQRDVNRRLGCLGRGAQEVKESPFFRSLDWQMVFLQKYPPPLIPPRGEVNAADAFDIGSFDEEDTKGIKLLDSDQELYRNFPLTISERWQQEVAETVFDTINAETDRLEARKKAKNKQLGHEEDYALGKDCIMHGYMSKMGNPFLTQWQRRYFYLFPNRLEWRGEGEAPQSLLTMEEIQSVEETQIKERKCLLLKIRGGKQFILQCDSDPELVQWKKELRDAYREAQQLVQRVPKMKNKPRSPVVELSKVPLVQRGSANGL
proCasp3 act – activators of human procaspase-3. recombinant procaspase-3 D3A, Ac-DEVD-pNA absorbance 405 nm. activation, % at 8.5 µM. P42574. AID 463141. 0.11% of 330,000 active;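 active = activation above the mean of all tested compounds plus 3 SD, cut at about 21% in these data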;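 note: 0% = DMSO alone and 100% = DMSO wells spiked with extra 5 µM PC-3 D3A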
Target sequence (P42574 whole entry D9A/D28A/D175A): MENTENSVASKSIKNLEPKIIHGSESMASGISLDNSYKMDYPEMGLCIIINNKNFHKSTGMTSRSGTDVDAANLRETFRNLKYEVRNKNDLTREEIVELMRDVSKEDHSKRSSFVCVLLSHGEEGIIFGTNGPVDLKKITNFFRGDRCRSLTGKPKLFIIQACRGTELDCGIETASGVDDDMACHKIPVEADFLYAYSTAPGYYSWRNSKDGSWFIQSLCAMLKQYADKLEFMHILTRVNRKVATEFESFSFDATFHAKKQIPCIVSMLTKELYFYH
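material = Procaspase-3 D3A mutant | probe or stimulus = Ac-DEVD-pNA | compound = single dose, 8.5 µM nominal compound, 0.8% DMSO | timing = 1 h preincubation, 2 h reaction | measured by = 405 nm absorbance of p-nitroaniline, reads at 0 and 120 min | benchmarks = DMSO-only low control, 5 µM PC-3 D3A high control | repeats = singlicate, each compound tested once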
The depositor's hits bear a star; . = no result given; & = joins results of further samples.

SMILES	VLA-4 inh	PP5 inh	PP1 inh	HCV core dimer	proCasp7 act	CTSL1 counter	JMJD2C inh	GRK2 inh	proCasp3 act
CCOc1ccc(S(=O)(=O)NCc2ccc(Cl)cc2)c2cccnc12	10	0.3	1	-3	5	0	0	0	-1
O=C(CCC(=O)N1CCN(c2ccc(F)cc2)CC1)N1CCN(c2ccc(F)cc2)CC1	3	3.6	-7	6	2	-3	14	0	-1
O=C(CNC(=O)c1ccc(Cl)cc1)OCn1nnc2ccccc2c1=O	6	-0.6	-5	.	6	.	12	6	1
CC1CC(C)(C)CC2(C1)NC(=O)N(CC(=O)N(Cc1ccccc1)c1ccccc1)C2=O (stereo not given)	1	2.1	0	6	8	-1	1	0	5
COc1ccc(CNC(=O)COC(=O)/C=C/c2cccc(Br)c2)cc1OC	-8	0.0	-4	-5	6	-1	-2	0	5
CCOC(=O)C1CCN(CC(O)COc2ccc(C(C)(C)C)cc2)CC1 (stereo not given)	2	0.9	-2	-2	3	-2	-8	1	1
CC(NC(=O)COC(=O)Cc1ccsc1)c1ccccc1 (stereo not given)	5	-2.4	2	0	11	-7	-4	6	1
Cc1ccc(C(=O)NCCC2=CCCCC2)cc1S(=O)(=O)N1CCOCC1	10	-0.9	-5	6	4	-1	1	1	7
CCCCc1ccc(NC(=O)CSCc2cc(=O)[nH][nH]2)cc1	2	-0.2	16*	1	-26	1	2	6	-11
CCCc1cc(-n2ccnc2C)n2c(nc3ccccc32)c1C#N	13	-0.4	-4	1	6	-4	-2	1	2
CCN(CC)CC#CC(OC)(c1ccccc1)c1ccccc1	-3	0.1	0	-4	8	5	-20	1	7
CCCNC(=O)c1ccccc1NC(=O)CN(c1ccccc1)S(=O)(=O)N(C)C	-14	-7.0	-2	-12	7	-2	-13	1	-13
COC(=O)c1sc(N)c(C(=O)OC)c1COC(=O)CNS(=O)(=O)c1cccc(C#N)c1	0	-1.0	-5	12	1	-20	6	0	-2
O=C(CCC1CCCN(Cc2ccc3c(c2)OCCO3)C1)NCc1ccc(F)c(F)c1 (stereo not given)	14	6.3	3	-11	8	-5	2	0	6
CS(=O)(=O)N(CC(=O)NC1CCCC1)c1ccc(Oc2ccccc2)cc1	-1	-1.4	2	-2	-9	-3	-10	0	-2
O=C(CN1C(=O)NC(c2ccccc2)(c2ccccc2)C1=O)NCCc1ccc(F)cc1	4	.	.	.	12	.	5	0	-4
O=C(NCC1CCCN(Cc2ccc3nonc3c2)C1)c1ccc(F)cc1 (stereo not given)	5	-0.8	-2	1	4	-4	-8	0	1
O=C(c1c[nH]c(C(=O)C(Cl)(Cl)Cl)c1)c1ccccc1Cl	6	-1.8	-3	0	8	6	10	0	-2
CO/N=C/c1cccn1-c1nccc(N(C)C)c1C#N	12	1.8	-1	-7	1	-1	11	2	5
Cc1ccc(CN2CCN(CC(=O)NCCCN3CCN(c4ccc(F)cc4)CC3)C2=O)cc1	-1	1.3	-1	-2	-3	1	-9	0	-13
COc1cccc(Nc2nnc(SCC(=O)N(CC(C)C)CC(C)C)s2)c1	1	1.3	3	7	12	4	4	4	-8
Cc1cc(/C=C2\C(=N)N3N=C(C(C)C)SC3=NC2=O)c(C)n1-c1ccccc1	5	-1.1	0	14	-6	-3	12	0	-2
Cc1ccccc1CCN(C(=O)c1csnn1)C(C(=O)NC1CCCC1)c1ccncc1 (stereo not given)	-2	2.5	-4	8	0	-6	-6	0	1
Cc1cc(C)nc(NC(=O)c2cccc(Cl)c2)n1	53*	1.8	-3	-5	3	-9	-31	2	0
CCCCC#Cc1ccccc1CC(=O)Nc1ccccc1	-1	0.9	4	2	2	-2	7	0	7

Whole records as entered above. Order of screens: VLA-4 inh, PP5 inh, PP1 inh, HCV core dimer, proCasp7 act, CTSL1 counter, JMJD2C inh, GRK2 inh, proCasp3 act
CCCc1cc(-n2ccnc2C)n2c(nc3ccccc32)c1C#N as listed: 13, -0.4, -4, 1, 6, -4, -2, 1, 2
CCCCC#Cc1ccccc1CC(=O)Nc1ccccc1 as listed: -1, 0.9, 4, 2, 2, -2, 7, 0, 7
Cc1cc(/C=C2\C(=N)N3N=C(C(C)C)SC3=NC2=O)c(C)n1-c1ccccc1 as listed: 5, -1.1, 0, 14, -6, -3, 12, 0, -2

(cont.)
SMILES	VLA-4 inh	PP5 inh	PP1 inh	HCV core dimer	proCasp7 act	CTSL1 counter	JMJD2C inh	GRK2 inh	proCasp3 act
CC(C1CCN(Cc2nc(C3CC3)no2)CC1)N1CCOCC1 (stereo not given)	11	-1.2	-2	-2	4	-3	10	1	-2
COc1ccc(Cl)cc1NC(=O)CN(C)C(=O)c1ccc2c(c1)OCCO2	-5	0.5	-1	0	0	-1	-2	1	3
COc1cc2c(cc1NC(=O)COC(=O)/C=C/c1ccc([N+](=O)[O-])cc1)oc1ccccc12	19	4.1	-4	3	0	-1	37	0	1
CC(C(=O)NC(c1ccccc1)c1ccccc1)N1CCOCC1 (stereo not given)	-7	0.1	1	0	-12	-1	8	2	-2
COc1cccc(N(CC(=O)Nc2cccc(N(C)S(C)(=O)=O)c2)S(C)(=O)=O)c1	10	-0.4	0	-2	3	-1	24&-2	2	11
COc1ccc(OC)c(C2=NOC(C(=O)NCc3ccco3)C2)c1 (stereo not given)	-3	0.5	-3	0	2	4	12	2	5
CC(Sc1ncnc2ccccc12)C(=O)Nc1ccc2c(c1)OCO2 (stereo not given)	10	-0.2	-1	40	-4	-2	8	1	-1
COCCNC(=O)/C(C#N)=C\c1ccc(CNC(=O)C(=O)Nc2ccc(C)c(C)c2)o1	-6	0.1	-2	-3	3	2	-3	0	-6
CCc1c(O)nc(SCC(=O)Nc2ccccc2OC)[nH]c1=O	18	1.0	0	3	-10	2	8	0	5
O=C1Cc2ccccc2C(=O)N1c1ccc(F)cc1Cl	-7	3.6	-1	-4	8	-5	-18	0	3
COc1ccc(S(=O)(=O)N2c3ccccc3OCC2C(C)(C)C)cc1 (stereo not given)	9	4.5	-3	1	-3	4	-27	1	1
O=C(Nc1ccc(OCC(=O)N2CCOCC2)cc1)Nc1cccc(Cl)c1	2	3.9	5	1	4	3	-2	1	-4
CN1C(=O)NC(NC(=O)c2ccncc2)(C(F)(F)F)C1=O (stereo not given)	-4	1.5	-3	1	20	5	2	1	-4
CCN(C[C@H]1N[C@@](C)(C(=O)OC)[C@H]2C(=O)N(C)C(=O)[C@@H]12)C(=O)Nc1ccc(C)cc1	8	.	.	.	6	.	52*	0	-2
Cc1cc(C)cc(NC(=O)C(OC(=O)c2cccs2)c2ccccc2)c1 (stereo not given)	8	3.5	0	7	-1	-20	-2	5	-22
CCc1cccc(C)c1NS(=O)(=O)c1cc(Br)cnc1N	-3	2.9	0	-4	7	2	-20	0	-2
OCCN1CCN(c2nnc(-c3ccccc3)c3ccccc23)CC1	4	1.7	5	7	7	-2	-5	1	0
Cc1ccc(O)c(C(=O)c2cnn(-c3ccc(S(=O)(=O)N4CCOCC4)cc3[N+](=O)[O-])c2)c1	8	1.2	-2	3	7	0	7	0	-2
Cc1ccc(OCC(=O)NCCCNC(=O)c2ccccn2)cc1C	13	1.8	-1	-5	9	-3	10	0	3
COc1ccc(C(=O)Nc2cccc(OC)c2)cc1	12	3.7	0	-1	-3	0	-5	0	-6
CC(=O)c1cccc(NC(=O)c2cccc(S(=O)(=O)N3CCOCC3)c2)c1	18	1.3	-4	-8	1	-2	1	2	5
Cc1cc(-c2ccco2)n(CC(=O)O)n1	-18	-0.9	0	-9	-5	4	1	0	6
CCN1CC(CN(C)Cc2cn(-c3ccc(C)cc3)nc2-c2cccc(C)c2)CC1=O (stereo not given)	13	-2.1	4	8	5	0	11	0	11
Cc1ccc(Cl)cc1NC(=O)COC(=O)CC1CCCCC1	2	4.4	-1	.	3	.	-9	0	4
CC1=NNC(=O)C1CC(=O)N/N=C/c1sccc1C (stereo not given)	7	3.2	-2	-6	5	2	8	2	-7
COc1ccc(-c2cn[nH]c2N)cc1OC	-7	1.9	-1	-14	-8	-4	9	20	1
CCOc1cc(C(=O)Nc2ccc(F)cc2)cc(Br)c1OC	11	3.2	1	9	4	-2	-17	0	4
COc1ccccc1C1=NC(c2ccc(F)cc2)N=C1C (stereo not given)	1	1.1	2	14	7	-3	-6	1	11

Among those listed so far, nine have fluorine:
SMILES	VLA-4 inh	PP5 inh	PP1 inh	HCV core dimer	proCasp7 act	CTSL1 counter	JMJD2C inh	GRK2 inh	proCasp3 act
O=C(CCC(=O)N1CCN(c2ccc(F)cc2)CC1)N1CCN(c2ccc(F)cc2)CC1	3	3.6	-7	6	2	-3	14	0	-1
O=C(CCC1CCCN(Cc2ccc3c(c2)OCCO3)C1)NCc1ccc(F)c(F)c1 (stereo not given)	14	6.3	3	-11	8	-5	2	0	6
O=C(CN1C(=O)NC(c2ccccc2)(c2ccccc2)C1=O)NCCc1ccc(F)cc1	4	.	.	.	12	.	5	0	-4
O=C(NCC1CCCN(Cc2ccc3nonc3c2)C1)c1ccc(F)cc1 (stereo not given)	5	-0.8	-2	1	4	-4	-8	0	1
Cc1ccc(CN2CCN(CC(=O)NCCCN3CCN(c4ccc(F)cc4)CC3)C2=O)cc1	-1	1.3	-1	-2	-3	1	-9	0	-13
O=C1Cc2ccccc2C(=O)N1c1ccc(F)cc1Cl	-7	3.6	-1	-4	8	-5	-18	0	3
CN1C(=O)NC(NC(=O)c2ccncc2)(C(F)(F)F)C1=O (stereo not given)	-4	1.5	-3	1	20	5	2	1	-4
CCOc1cc(C(=O)Nc2ccc(F)cc2)cc(Br)c1OC	11	3.2	1	9	4	-2	-17	0	4
COc1ccccc1C1=NC(c2ccc(F)cc2)N=C1C (stereo not given)	1	1.1	2	14	7	-3	-6	1	11

Random draw from the library; 2.6% or so of the library scored in one or more.
